# UBC13 polyUb: inhibitors of human UBC13 polyubiquitin chain formation | TR-FRET | inhibition, % at 20 µM | 330,000 compounds, 0.47% hits | AID 485273; in the data active = inhibition above about 45%, passing the limit was not always enough
# Target sequence (P61088 whole entry, looked up): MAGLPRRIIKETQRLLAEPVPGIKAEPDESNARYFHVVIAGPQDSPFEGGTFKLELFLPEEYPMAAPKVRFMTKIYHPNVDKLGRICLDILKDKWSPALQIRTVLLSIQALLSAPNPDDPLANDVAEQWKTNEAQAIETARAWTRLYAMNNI
# SENP8 block-1: inhibitors of human SENP8 protease | Q96LD8 | inhibition, % at 10 µM | purified SENP8, Z-RLRGG-aminoluciferin cleavage, luminescence | 330,000 compounds, 1.2% hits | AID 2540; in the data active = inhibition above about 50%
# Target sequence (Q96LD8 whole entry, looked up): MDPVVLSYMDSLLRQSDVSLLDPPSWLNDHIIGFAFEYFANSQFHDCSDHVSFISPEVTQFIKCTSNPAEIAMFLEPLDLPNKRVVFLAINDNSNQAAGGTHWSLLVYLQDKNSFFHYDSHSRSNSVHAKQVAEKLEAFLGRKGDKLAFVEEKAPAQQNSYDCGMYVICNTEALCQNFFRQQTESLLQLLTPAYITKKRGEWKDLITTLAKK
# SENP8 block-2: inhibitors of human SENP8 protease | recombinant SENP8, Nedd8 substrate fluorescence | inhibition, % at 20 µM | 360,000 compounds, 0.64% hits | AID 602440; in the data active = inhibition mostly above about 40%, no sharp cut-off; inactive = mostly below about 27%
# PfG6PD inh: PfG6PD (Plasmodium falciparum) enzyme inhibition | 350,000 compounds, 0.78% hits | AID 504690 | inhibition, % at 20 µM | PfGluPho enzyme, NADPH resazurin-diaphorase fluorescence;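 active = inhibition reaching at least a set limit at 20 µM in the primary screen, cut at about 59% in these data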;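 note: 0% = DMSO wells with substrate and 100% = DMSO wells lacking glucose-6-phosphate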
# SENP1 FRET inh: inhibitors of human SENP1 SUMO protease catalytic domain; recombinant SENP1 catalytic domain, CyPet-SUMO1-YPet FRET cleavage; inhibition, % at 10 µM; 360,000 compounds, 0.21% hits;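 active = inhibition at least 30% at 10 µM, raw YFP signal under a set limit, fluorescence ratio 0.5 to 1.5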;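 note: 0% = enzyme with DMSO and 100% = no enzyme wells; some results filed as inactive read as strong as hits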
#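 Material: hSENP1 catalytic domain, recombinant; medium: Tris pH 8 with BME, BSA, NP40 and catalase; compound: single concentration of 10 µM compound, 0.5% DMSO final; technique: FRET read of cyan and yellow fluorescence; timing: 50 min enzyme reaction, room temperature, light-protected; reagent: SFCypet-SUMO1-SFYpet substrate at 25 nM; control set: no-enzyme low, enzyme-DMSO high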
# beta cell repl: inducers of beta-cell replication in MIN6 cells; 330,000 compounds, 0.29% hits; AID 2380; proliferation, % at 10 µM; MIN6 cells proliferation, ATPlite luminescence, 48 h; cells starved in 0.2% serum; 100% = growth in 10% serum;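 active = compounds whose signal lies at least 3.5 SD above the mean of all wells on their plate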;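 note: 0% = DMSO-treated cells in low-serum medium and 100% = 10% serum control; some compounds called inactive have numbers as strong as hits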
# HKDC1 inhibitor: inhibitors of human hexokinase HKDC1; Q2TB90; recombinant HKDC1, G6PDH/diaphorase resazurin coupled fluorescence; inhibition, % at 20 µM; 340,000 compounds, 0.16% hits; AID 493160;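 active = inhibition above about 35% when tested at 20 µM, limit read from the data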;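 note: plate controls were DMSO wells with enzyme for no effect and DMSO wells lacking enzyme for full effect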
#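 Assay system: recombinant HKDC1 hexokinase; detection: coupled resazurin fluorescence, excitation 525 nm, emission 613 nm; benchmarks: DMSO-plus-enzyme-mix negative control, buffer-substituted positive control; compound dosing: single 20 µM dose; schedule: 90 min at room temperature in dark; also added: glucose plus 1 mM ATP as hexokinase substrates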
# SENP7 block: inhibitors of human SENP7 protease. Q9BQF6. recombinant SENP7, Z-RLRGG-aminoluciferin luminescence, 40 min. inhibition, % at 5 µM. 330,000 compounds, 1.5% hits. AID 434973;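 active = inhibition above about 50% at the single test dose, limit read from the data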;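 note: plate controls were DMSO with enzyme for no effect and no enzyme buffer wells for full effect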
# SENP6 block: SENP6 protease inhibition; Q9GZR1; Recombinant SENP6 catalytic domain, aminoluciferin luminescence; inhibition, % at 10 µM; 330,000 compounds, 1.8% hits;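 active = inhibition above about 50% at the single tested dose, limit read from the data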;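 note: plate controls were DMSO wells with enzyme for no effect and DMSO wells lacking enzyme for full effect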
# Target sequence (Q9GZR1 628-1112 limits assumed): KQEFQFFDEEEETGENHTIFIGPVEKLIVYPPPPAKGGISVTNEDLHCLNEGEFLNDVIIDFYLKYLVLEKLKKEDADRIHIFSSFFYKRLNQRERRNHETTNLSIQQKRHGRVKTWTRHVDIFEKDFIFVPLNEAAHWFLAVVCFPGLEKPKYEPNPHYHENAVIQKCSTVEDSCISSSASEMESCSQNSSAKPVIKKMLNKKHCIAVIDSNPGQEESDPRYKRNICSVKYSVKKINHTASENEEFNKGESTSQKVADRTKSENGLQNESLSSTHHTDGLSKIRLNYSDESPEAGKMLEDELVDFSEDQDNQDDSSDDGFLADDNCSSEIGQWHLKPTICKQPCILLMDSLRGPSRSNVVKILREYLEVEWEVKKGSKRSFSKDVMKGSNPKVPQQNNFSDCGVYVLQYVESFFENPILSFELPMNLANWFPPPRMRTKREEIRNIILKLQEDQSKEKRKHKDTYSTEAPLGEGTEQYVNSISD
# * = called active by the depositor; i = inactive; . = no result given; & = joins results of further samples.
# Order of results – SENP8 block-1, SENP8 block-2, UBC13 polyUb, SENP6 block, HKDC1 inhibitor, PfG6PD inh, SENP7 block, beta cell repl, SENP1 FRET inh
> CCOc1cc(N2CCOCC2)c(OCC)cc1NC(=O)c1nn(CC)c(=O)c2ccccc12
    -3, 21, -4, -10, 9, 41, 5, -8, 5
> O=C(O)Cc1csc(-c2cccc(Oc3ccccc3)c2)n1
    -5&-1, -2&5, -3&27, -3&-18, -1&3, -18&-38, -5&2, 1&-1, 4&2
> Cc1cccc(C(=O)NCCc2csc(C)n2)c1
    -13, 9, -3, -23, -6, 1, 13, -1, 4
> CCCCOCCCN1CC(=O)N2C(C)c3[nH]c4ccccc4c3C[C@H]2C1=O (stereo partly drawn)
    -6, 4, -4, -39, 1, 10, 1, 0, -9
> CCC(=O)NC(c1cccs1)c1cc([N+](=O)[O-])c2cccnc2c1O (stereo not drawn)
    7, 66*, -60, 3, 9, 34, 10, 0, 0
> CCCn1c(C)cc(/C=C(\C#N)C(=O)OCC(=O)NC(=O)NCC)c1C
    0, -71, 5, -1, -5, -9, -3, 1, -3
> Clc1ccc(Cl)c2sc(N3CCCC3)nc12
    -14, 15, 2, -41, 1, -24, -6, -2, 0
> COc1cccc(N2CCN(C(=O)c3cccnc3)CC2)c1
    -4, 11, -15, -22, -4, 1, -2, 0, 1
> CCOC(=O)C1(CCc2ccccc2)CCN(Cc2cnc(N(C)C)s2)CC1
    0, 9, 1, 14, -9, 1, 1, -1, -1
> c1ccc2c(c1)C(=NC1CCCCC1)NC2=NC1CCCCC1
    -13, -96, 28, -6, -2, -10, -14, -6, 1
> Cc1ccc2cc(CN(CC3CCCO3)C(=O)NC3CCCCC3)c(=O)[nH]c2c1C (stereo not drawn)
    4, -24, 2, -2, -5, 0, 3, -6, 5
> COc1nc(NCCO)nc(Nc2cc(Cl)ccc2OC)n1
    -6, -1, -1, -15, -7, -16, 5, -2, 3
> NC(=O)NS(=O)(=O)Oc1ccccc1
    1, 5, -9, -1, -5, -6, -5, 1, 2
> O=C(O)c1ccccc1C(=O)O
    -9, 12, -13, -13, 1, -16, -13, -3, 2
> Cc1cc(C)c2c(=O)n(-c3ccccc3)[nH]c2n1
    -2, 12, -4, -12, -4, 4, 1, 0, 0
> CC1CCc2cc(F)ccc2N1C(=O)CN1C(=O)c2ccccc2C1=O (stereo not drawn)
    0, 18, 4, 4, 0, 7, 6, 2, 0
> CC(=O)OC1CCC2C3CCc4cc(O)ccc4C3CCC12C (stereo not drawn)
    ., 10, ., ., 6, 9, ., ., 0
> Cc1ccc(OCC(=O)N/N=C\c2c(C)n(C)c3ccccc23)c([N+](=O)[O-])c1
    0, 25, 0, -4, 1, 1, 6, -4, 1
> CC(C)(C)c1cc(CNC2CS(=O)(=O)C[C@@H]2O)cc(C(C)(C)C)c1O (stereo partly drawn)
    -8, 13, 0, -10, 4, 2, 1, -2, -1
> CCOc1ccc(CN(C)CC(=O)Nc2cccc(S(=O)(=O)N(C)c3ccccc3)c2)cc1
    2, 12, -7, 11, 1, 24, 0, -2, -1
> C/C(=N/NC(=O)c1sc(NS(=O)(=O)c2ccc(C)cc2)nc1C)c1sc(N)nc1C
    -4, -80, 3, -30, -5, -18, 0, -3, -36
> O=C(c1ccccc1)c1ccc2c(c1)OCCOCCOCCO2
    -7, 10, 4, -14, -3, 7, 7, -1, 1
> COC(=O)c1c(C(=O)OC)c(-c2ccc(F)cc2)n2c1CS(=O)C2 (stereo not drawn)
    1, 13, 6, -6, -6, -8, 1, 3, 1
> CCOc1ccccc1/C=N/NC(=O)c1cccc(S(=O)(=O)N2CCOCC2)c1
    -17, -49, -13, -16, -1, 56, -10, -2, 5
> COC(=O)c1ccc2c(c1)NC(=O)C(N1CCCCC1)S2 (stereo not drawn)
    10, 4, 22, 4, 14, -11, 6, -2, -1
> CCOC(=O)c1cc(-c2csc(Nc3ccccc3Cl)n2)on1
    9, -10, 6, -7, -1, -11, 5, -3, 2
> Cc1ccc(C23CC4CC(CC(NC(=O)NC(C)(C)CO)(C4)C2)C3)cc1
    2, 6, 9, 0, 1, -9, -8, -5, 0
> COc1cc(/C=C2\SC(=S)N(CCC(=O)NC3CCCC3)C2=O)cc(OC)c1OC
    9, 15, -6, -5, 0, 10, -2, -3, 29
> CCOC(=O)c1cc2ccc(OC)cc2oc1=O
    -7, i, 7, 16, 2, -3, 12, 1, -100
> COC(=O)C1(C)NC(c2ccccc2C)C2C(=O)N(c3ccccc3)C(=O)C21 (stereo not drawn)
    -2, 17, 2, 17, 3, -5, 2, -2, 0
> CCCC(c1nnnn1C1CCCCC1)N1CCN(c2ncccn2)CC1 (stereo not drawn)
    -3, 13, 5, 24, -5, -10, 6, 1, 0
> COC(=O)/C(=C\Nc1ccc(Cl)cc1Cl)NC(=O)c1ccccc1
    -3, 13, -3, -9, -4, 21, -1, -2, -1
> CCOC(=O)C1CCN(S(=O)(=O)c2ccc3c(c2)NC(=O)CS3)CC1
    1, 13, -9, -7, 0, -3, -8, 0, 4
> Cn1nc(C(=O)Nc2ccc(S(=O)(=O)NCc3ccco3)cc2)c2ccccc2c1=O
    4, ., 3, -2, -3, 16, 2, -5, .
> O=C(CSC(=S)N1CCCC1)NCC(=O)Nc1ccccc1Br
    8, 22, 0, -2, 3, 5, -4, -2, 0
> O=C(CSc1ccc(Cl)cc1)NC1CCCC1
    9, 12, 9, 10, -5, -6, 4, -1, 1
> Oc1ccc(N2CCN(CC(O)c3ccccc3)CC2)cc1 (stereo not drawn)
    2, 22, -1, 9, 7, 80*, 3, -6, 0
> O=C(Nc1cc(C(F)(F)F)ccc1N1CCOCC1)c1cccs1
    3, 12, 13, 1, -2, 21, 0, 2, 4
> COc1cc(C)ccc1NC(=O)c1ccc(S(=O)(=O)N2CCOCC2)cc1
    -6, 9, -5, -2, 2, -2, 13, -3, 0
> COc1ccc2[nH]c(=S)[nH]c2c1
    -3, 12, 4, -11, 1, -8, -6, -1, 0
> Cc1ccc(Nc2nc(-c3cccnc3)cs2)cc1C
    55*, 4, -8, 74*, 0, 23, 58*, -5, 4
> CCOc1cccc(-c2cc(=O)[nH][nH]2)c1
    2, 32, -14, 13, 2, -1, 13, -3, 0
> CCCC1CCC(=NNC(=S)NCCc2ccccc2)CC1 (stereo not drawn)
    -9, 45*, 4, -10, 10, -11, -6, -1, 2
> CC(C)c1nnc(NC(=O)c2sc3ccccc3c2Cl)s1
    33, -44, -12, 30, -4, 64*, 2, -2, 2
> COc1ccc(S(N)(=O)=O)cc1C(=O)NCCCN1CCN(c2cccc(Cl)c2)CC1
    -13, 6, -3, -20, -2, 7, -7, 2, 1
> COc1ccc(/C=C2/SC(=O)N(CCC(=O)Nc3ccccc3)C2=O)cc1OC
    7, -86, 0, 12, -7, -1, 2, -2, 2
> C=CCNC(=O)c1cc(=O)c2ccccc2o1
    -7, 14, -1, -17, -10, 5, 0, -2, 1
> COc1ccc(-n2nc(C(=O)N(C)C3CCCCC3)c3ccccc3c2=O)c(OC)c1
    2, -71, -2, 5, -4, 6, -7, 4, 3
> Cc1cc(=O)[nH]c(S)c1C#N
    -4, ., 5, -12, ., ., 8, 0, .
> CCOc1ccccc1NC(=O)CSc1nnc(C2CC2)n1CC
    -8, 9, 10, -34, 1, -4, -8, -4, -1

# Other structures.
# Order of results – SENP8 block-1, SENP8 block-2, UBC13 polyUb, SENP6 block, HKDC1 inhibitor, PfG6PD inh, SENP7 block, beta cell repl, SENP1 FRET inh
> O=C(COC(=O)CNC(=O)c1ccccc1)NCCCc1ccccc1
    -2, 19, 8, 7, -2, -18, 7, 0, 3
> COc1ccc(OC)c(NC(=O)COC(=O)C2CCN(C(=O)c3ccc(Cl)cc3)CC2)c1
    4, 5, -10, -8, -4, 5, 0, -5, 2
> CCOC(=O)C1CCN(C(=O)c2ccc(OC)cc2OC)CC1
    -7, 8, -4, -30, -9, 4, -5, -2, 2
> O=C(O)CCCN1C(=O)/C(=C\C(Cl)=C\c2ccccc2)SC1=S
    ., 12, ., ., 44*, -13, ., ., 6
> CC(C)CC1NC(=O)N(CC(=O)Nc2cc([N+](=O)[O-])ccc2F)C1=O (stereo not drawn)
    -1, 0, 7, -2, -7, -9, 9, -3, 3
> COCc1c(C(=O)OCc2nnc(-c3ccc([N+](=O)[O-])cc3)o2)oc2ccccc12
    -4, -5, -5, -5, 5, 22, 8, 0, 1
> COCc1ccc(C(=O)N2CCCC(C(=O)c3cccc(C(F)(F)F)c3)C2)o1 (stereo not drawn)
    3, 16, 1, -10, -4, -18, 0, -1, 1
> CCN1C(=O)NC(c2ccccc2)C1=O (stereo not drawn)
    4, 15, 7, 0, -7, 2, 1, 1, 0
> COc1ccc(NC(=O)CSc2n[nH]c(=O)n2Cc2ccccc2)cc1Cl
    -12, 9, 1, -7, -4, 1, -3, -1, 1
> COc1cc(C(C(=O)NC2CCCCC2)N(C(=O)Cc2c[nH]c3ccccc23)c2ccc(C)cc2)cc(OC)c1OC (stereo not drawn)
    -5, 6, 19, -3, -5, 30, 2, -5, -4
> CCc1ccc(NC(=O)c2cnn3c(C(F)F)cc(C)nc23)cc1
    -1, 27, -10, 8, -8, 7, -4, -2, -1
> O=C(Nc1ccncc1)c1cc(-c2ccccn2)nc2ccccc12
    -10, -3, -3, -6, -2, 10, 1, -3, -1
> COc1cnc(-c2ccccn2)nc1Oc1c(C)cccc1C
    -5, 20, 3, -2, 17, -12, 4, -1, 1
> Cc1ccc([N+](=O)[O-])cc1N(CC(=O)NC1CCCC1)S(C)(=O)=O
    0, 7, -1, -1, -2, -10, 8, -5, 3
> CCOC(=O)C1=CN(Cc2cccc(F)c2)S(=O)(=O)N(CC)C1c1ccc(F)c(Cl)c1 (stereo not drawn)
    ., 2, ., ., 2, 22, -4, ., 0
> COc1ccc(NC(=O)c2cc(-c3ccco3)on2)cc1
    -5, 12, 7, -14, -5, 3, 15, -3, -1
> CCc1ccc(NC(=O)COC(=O)/C(=C/c2ccccc2OC)c2ccccc2)cc1
    -3, 13, 5, 14, 19, 16, 5, 0, 1
> CSc1nc2sc3c(c2c(=O)n1C)CCC(C)C3 (stereo not drawn)
    48, -7, -5, 63*, -6, 6, 50*, -2, -1
> O=C(CSc1c2c(nc3ccc(Cl)cc13)CCCC2)N1CCN(C(=O)c2ccco2)CC1
    ., -4, ., ., 17, 13, ., ., -3
> COc1ccccc1NC(=O)C(C)OC(=O)Cn1cnc2c1c(=O)n(C)c(=O)n2C (stereo not drawn)
    12, 7, -4, 5, -5, 2, -7, 0, -1
> Cc1ccc(S(=O)(=O)N2CCN(C(=O)CCC(=O)NCc3cccc(C(F)(F)F)c3)CC2)cc1
    10, 5, 2, 6, -1, -7, -5, -1, -1
> Cc1ccc(CNC(=O)c2ccccc2NC(=O)CN2CC(C)OC(C)C2)cc1 (stereo not drawn)
    -2, 5, 6, -26, 0, 3, -6, -1, 2
> CC1(C)OC(C(=O)NC2CCCCC2)C(C(=O)NC2CCCCC2)O1 (stereo not drawn)
    -10, 2, -2, -3, -6, -8, -9, -3, 1
> O=C(CN1CCCCC1)NCC(=O)Nc1ccc(F)c(F)c1F
    -4, 22, -8, 7, -4, -18, -5, 0, 1
